High-throughput results (PubChem)
zVAD death inh = inhibitors of zVAD-triggered necroptosis, primary screen, L929 cells; viability rescue, % at 10 µM; L929 zVAD necroptosis rescue, ATP luminescence, 24 h; with zVAD 60 µM; 220,000 tested, 0.38% active;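 active = activation, scaled between plate controls, above about 75%, limit read from the data; inactive = activation under that limit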;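 note: 0% = zVAD with DMSO and 100% = DMSO alone without zVAD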
TNF death inh = inhibitors of TNF-alpha triggered necroptosis, primary screen, cell-based, Jurkat FADD-/-, single concentration; Jurkat FADD-/- TNF necroptosis rescue, ATP luminescence, 24 h; 0 = TNF only, 100 = no-TNF cells; activation (protection from cell death), % at 10 µM; 220,000 tested, 0.068% active; AID 463075, 2010;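 active = activation, meaning protection from cell death, of at least 50% relative to plate controls; inactive = activation below 50%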;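 note: necroptosis triggered by 40 ng/mL TNF-alpha added together with compound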
PERK inhibitor = block of dimerizer-induced PERK translation repression, primary screen, PERK inhibitor project, CHO PERK-DD cells, SEAP luminescence, HTS | Eukaryotic translation initiation factor 2-alpha kinase 3 (Homo sapiens), Q9NZJ5 | CHO PERK-DD fusion, SEAP luminescence translation reporter | inhibition, % at 5.6 µM | 220,000 tested, 0.17% active | AID 1416, 2008;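 active = inhibition above the mean inhibition of all tested compounds plus 3 SD, set separately per screening campaign, cut at about 2.9% in these data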;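 note: PERK kinase domain activated by AP20187 dimerizer at 100 nM; 0% = DMSO with dimerizer and 100% = rapamycin at 8.4 µM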
Hck-Nef inh = inhibitors of Nef-activated human Hck kinase, primary screen, biochemical, Z-Lyte FRET, 384-well, Hck-YEEI; Tyrosine-protein kinase HCK (Homo sapiens), P08631; Recombinant Hck-YEEI plus Nef, Z-Lyte FRET kinase assay; inhibition, % at 20 µM; 220,000 tested, 0.68% active; AID 463187, 2010;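 active = Hck-Nef kinase inhibition above about 50%, limit read from the data; inactive = inhibition below that limit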;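 note: 0% = DMSO with Hck plus Nef and 100% = Hck alone without Nef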
Target sequence (P08631 whole entry, looked up): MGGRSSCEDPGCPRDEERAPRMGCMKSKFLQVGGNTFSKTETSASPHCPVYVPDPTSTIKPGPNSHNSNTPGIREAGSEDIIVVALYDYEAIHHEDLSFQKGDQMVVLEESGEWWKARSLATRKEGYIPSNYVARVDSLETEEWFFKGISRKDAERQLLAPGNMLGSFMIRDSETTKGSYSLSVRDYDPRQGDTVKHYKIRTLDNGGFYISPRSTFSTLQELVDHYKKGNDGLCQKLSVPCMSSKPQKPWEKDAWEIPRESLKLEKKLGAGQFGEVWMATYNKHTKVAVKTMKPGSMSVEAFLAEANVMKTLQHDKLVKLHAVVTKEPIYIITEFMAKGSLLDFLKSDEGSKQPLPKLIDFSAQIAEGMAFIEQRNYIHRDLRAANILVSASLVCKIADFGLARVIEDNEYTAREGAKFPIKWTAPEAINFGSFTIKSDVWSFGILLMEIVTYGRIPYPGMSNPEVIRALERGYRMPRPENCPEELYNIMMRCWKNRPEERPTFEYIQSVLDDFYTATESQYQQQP
Runt-CBFb FRET = inhibitors of RUNX1 Runt–CBFb binding, primary screen, biochemical, FRET, Cerulean-Runt, Venus-CBFb, uHTS | Runt-related transcription factor 1 (Homo sapiens) + Core-binding factor subunit beta … | Cerulean-Runt/Venus-CBFb FRET ratio 530/480, 1 h | inhibition, % at 20 µM | 220,000 tested, 0.46% active;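 active = inhibition over about 50% at 20 µM in the single-dose screen, limit read from the data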;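 note: 0% = DMSO wells and 100% = excess unlabeled CBFb competitor control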
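test system = Cerulean-Runt domain fusion protein, energy donor | probe or stimulus = Venus-CBFb binding partner, 100 nM | incubation = two 1 h room-temperature incubations shielded from light | detection = fluorescence energy transfer, 422 nm excitation, 530/480 nm emission | measure = loss of energy transfer signal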
Runt-SMMHC FRET = inhibitors of RUNX1 Runt–CBFb-SMMHC binding, primary screen, biochemical, FRET, Cerulean-Runt, Venus-CBFb-SMMHC, uHTS; Runt-related transcription factor 1 (Homo sapiens) + Core-binding factor subunit beta …; 220,000 tested, 0.74% active; AID 1434, 2008; Cerulean-Runt/Venus-CBFb-SMMHC FRET ratio 530/480, 1 h; inhibition, % at 20 µM;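 active = mean inhibition across duplicate retests at 20 µM reaching about 50%, limit read from the data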;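 note: 0% = DMSO wells and 100% = wells with excess untagged CBFb-SMMHC; inhibitors lower the FRET ratio by blocking Runt binding to CBFb-SMMHC; some results filed as inactive read as strong as hits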
PGE2 EP2 inh = human EP2 receptor antagonists, primary screen, TR-FRET cAMP, C6 glioma cells. Prostaglandin E2 receptor EP2 subtype (Homo sapiens), P43116. inhibition, % at 25 µM. C6 glioma cells expressing human EP2; cells stimulated with saturating PGE2. AID 1422, 2008. 260,000 tested, 0.52% active;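 active = percent inhibition above 40 after rounding to a whole number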;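 note: rat C6 glioma host cells with rolipram phosphodiesterase inhibitor present; the protocol text gives 20 µM as final concentration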
Target sequence (P43116 whole entry, looked up): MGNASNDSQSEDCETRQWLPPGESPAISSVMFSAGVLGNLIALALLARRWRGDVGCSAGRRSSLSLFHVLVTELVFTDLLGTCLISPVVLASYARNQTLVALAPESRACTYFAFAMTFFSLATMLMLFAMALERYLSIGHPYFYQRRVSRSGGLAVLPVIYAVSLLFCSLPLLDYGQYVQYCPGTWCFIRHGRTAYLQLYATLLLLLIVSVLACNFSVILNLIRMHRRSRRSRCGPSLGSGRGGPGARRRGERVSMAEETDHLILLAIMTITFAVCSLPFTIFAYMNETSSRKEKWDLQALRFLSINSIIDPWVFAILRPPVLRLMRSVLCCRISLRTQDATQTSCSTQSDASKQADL
RBBP9 inhibitor = human RBBP9 inhibitors, primary screen, biochemical, fluorescence polarization, FP-Rh probe, HTS; Serine hydrolase RBBP9 (Homo sapiens), O75884; inhibition, % at 7.94 µM; recombinant RBBP9; 220,000 tested, 0.2% active;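 active = inhibition above the campaign mean of all tested compounds plus 3 SD, cut at about 14% in these data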;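 note: plate controls were DMSO wells with RBBP9 for no effect and wells lacking RBBP9 protein for full effect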
Target sequence (O75884 whole entry, looked up): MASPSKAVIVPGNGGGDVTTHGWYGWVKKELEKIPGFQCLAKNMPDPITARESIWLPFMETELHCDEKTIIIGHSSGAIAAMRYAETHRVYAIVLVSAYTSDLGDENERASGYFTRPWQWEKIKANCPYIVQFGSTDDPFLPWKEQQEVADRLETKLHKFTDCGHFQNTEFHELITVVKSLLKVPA
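Test system: recombinant human RBBP9; Timing: 30 min then 45 min, 25 °C; Detection: fluorescence polarization; Control set: RBBP9 with DMSO as uninhibited control, no-protein wells as full inhibition; Compound dosing: one concentration, 7.94 µM nominal, 0.794% DMSO; Probe or stimulus: FP-Rh activity-based probe, 375 nM before mixing.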
EP2 mod = EP2 receptor modulators, cAMP readout, primary screen, cell-based, HTRF cAMP, PGE2 stimulation. Prostaglandin E2 receptor EP2 subtype (Homo sapiens), P43116. EP2-expressing cells, cAMP HTRF FRET, PGE2 co-stimulation. induction, % at 25 µM. 260,000 tested, 0.83% active;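 active = compounds whose cAMP rise, as percent of the full-agonist control response, exceeds 60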;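 note: rat C6 glioma line stably carrying human EP2 under a CMV promoter; the protocol text gives 20 µM as final concentration; 100% = response of wells given 1 µM PGE2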
Numbers without * were called inactive; · = not tested or not shown; & = joins results of further samples. The list is partial, so the mix of outcomes need not match the whole.

SMILES	zVAD death inh	TNF death inh	PERK inhibitor	Hck-Nef inh	Runt-CBFb FRET	Runt-SMMHC FRET	PGE2 EP2 inh	RBBP9 inhibitor	EP2 mod
COc1ccc(CNC(=O)c2cc3c(=O)[nH]c4ccccc4c3n2C)cc1	3.4	-0.7	0.8	14	-3	-3	6	-6	-55
COC(=O)c1ccc(C23CC4(C2)[C@H](CN(Cc2ccc(-c5ccccc5)cc2)[C@@H]4c2ccccc2)C3c2ccc(Cl)nc2)cc1 (stereo partly specified)	0.6	1.3	·	21	0	-2	11	·	0
CC(=O)c1ccc(O)c(CO)c1	-0.5	-0.5	2.1	1	-2	4	2	2	29
CC(=O)C1C(c2cn(-c3ccccc3)nc2-c2cccs2)NC(=O)NC1(O)C(F)(F)F (stereo unspecified)	0.0	-1.4	0.4	5	-2	0	·	-3	-10
NC(=O)N/N=C/c1ccc(-c2cccc(C(F)(F)F)c2)o1	1.6	-3.5	-0.2	22	-5	-2	6	-5	18
CCOc1ccc(C2C(C(=O)OC)=C(C)N=C3SCCC(=O)N32)cc1OCC (stereo unspecified)	-0.1	2.2	-0.3	7	2	-3	6	-2	24
Cc1onc(-c2ccccc2)c1CNS(=O)(=O)c1cccc(Cl)c1	0.2	0.2	1.0	12	-1	2	11	-5	-41
CC(C)OC(=O)c1nnn(-c2nonc2N)c1CN1CCCCCC1	0.7	0.1	-1.1	1	-3	-4	12	-3	2
Clc1ccc(Sc2cnc3ccccc3n2)cc1	0.7	1.6	2.1	1	-2	-2	14	7	49
CC1CCN(c2c(NCC3CCC(C(=O)NCCC4=CCCCC4)CC3)c(=O)c2=O)CC1 (stereo unspecified)	-0.7	-3.5	-0.9	8	-1	0	5	-9	-14
O=C(COc1ccc([N+](=O)[O-])cc1)Nc1ccc(C(=O)NCc2cccnc2)cc1	0.4	-3.1	0.6	1	-1	12	3	-12	-22
CCn1c(SCC(=O)N/N=C/c2ccccc2OCC(=O)O)nnc1-c1ccccc1	0.8	2.7	0.2	7	-1	-1	8	6	8
COCC1CCCN(Cc2nc(Cc3ccccc3)no2)C1 (stereo unspecified)	-0.5	0.5	0.2	20	0	0	6	-3	-28
CC(C)(C)c1ccc(/C=C2\Oc3c(ccc(O)c3CN3CCN(CCO)CC3)C2=O)cc1	0.5	-4.8	-1.1	-73	-13	90*	9	1	-36
CCOc1ccc(S(=O)(=O)Nc2cccc(C(=O)N3CCN(c4ccc(OC)cc4)CC3)c2)cc1	-0.2	-2.8	-1.0	0	2	-6	15	-12	37
CCN(CC)CCN1C(=O)C(=O)/C(=C(/O)c2c(C)[nH]c(C(=O)OC)c2C)C1c1cccs1 (stereo unspecified)	0.3	-0.2	0.4	1	0	-2	7	-3	0
O=C(O)c1nn(-c2ccc(Cl)cc2)ccc1=O	-0.2	-0.6	-0.1	0	2	2	8	-6	27
CCC(=O)c1ccc(OC(C)C(=O)NC2(C#N)CCCCC2)cc1 (stereo unspecified)	-1.4	1.2	1.0	27	2	2	6	-6	-43
CC(C)C(Nc1ncnc2c1oc1ccccc12)C(=O)O (stereo unspecified)	0.0	0.2	-0.7	0	2	-2	4	0	-8
C=CCNC(=O)COC(=O)c1cccnc1Nc1ccccc1F	0.8	1.7	0.0	25	-1	-2	9	1	-47
COc1ccc(CSc2n[nH]c(C)n2)cc1[N+](=O)[O-]	-0.2	2.0	-0.3	0	3	2	6	-7	5
Cc1ccc(Nc2oc(C)nc2C#N)cc1	0.8	-0.7	2.3	0	0	-3	4	-3	7
COc1ccc(-n2c(Cn3c(=O)sc4ccccc43)nnc2SCC(=O)N2CCOCC2)cc1	-0.7	0.3	0.4	3	2	1	7	-7	4
CC(C)CN1CCC(CN(C)Cc2nc(-c3cnccn3)no2)CC1	-0.1	0.9	0.9	-1	1	2	1	9	14
CCN1C(=O)CSc2ccc(C(=O)NCc3ccc(OC)cc3)cc21	0.3	0.7	-0.6	0	-4	-3	5	12	-33
COc1ccc(Cl)cc1NC(=O)N1CCN(C2CCCCC2)CC1	-0.8	0.3	-0.8	8	2	-2	7	6	-6
Fc1ccc(CCNC(=S)Nc2ccc(F)c(Cl)c2)cc1	45	-0.7	0.0	15	1	3	9	0	-91
COc1ccccc1OCc1nnc(SCC(=O)NCc2ccco2)n1-c1ccccc1	-0.1	-0.7	-0.1	6	-3	-2	6	-2	0
CCOC(=O)C1=C(C)N=C2c3ccccc3C(=O)C2C1c1ccccc1 (stereo unspecified)	0.0	-4.0	-0.9	2	-2	-3	22	-4	-15
CCN(CC)S(=O)(=O)c1ccc(N2CCOCC2)c(NC(=O)CCOc2ccccc2)c1	0.4	2.3	-1.2	-8	-1	3	0	-12	11
CCCNC(=O)N1CCC(C(=O)c2ccc(Cl)cc2)CC1	-0.1	-0.9	-0.1	1	·	-6	6	0	47
N/N=C/C(=N\Nc1ccc(Cl)cc1)C(=O)c1ccncc1	0.6	0.0	1.5	23	-3	-18	5	-1	-17
O=C(c1ccc(N2CCN(C3CC(=O)N(c4ccc(F)cc4)C3=O)CC2)cc1)c1cccnc1 (stereo unspecified)	1.6	0.8	-2.4	-1	-1	-4	4	-6	-15
Cc1ccc(N(C(=O)c2ccncc2)C2C=CS(=O)(=O)C2)cc1 (stereo unspecified)	0.4	0.4	1.1	18	1	-5	17&2	-4	15&-8
COCCCn1c2nc3ccccc3nc2c2c(=O)n(Cc3cccs3)cnc21	0.1	0.7	1.3	0	2	4	·	-8	-5
CCC(CO)NCc1ccccc1OC(C)C (stereo unspecified)	-0.6	0.7	0.5	22	1	-2	7	-10	24

Full records from above. Order of screens: zVAD death inh, TNF death inh, PERK inhibitor, Hck-Nef inh, Runt-CBFb FRET, Runt-SMMHC FRET, PGE2 EP2 inh, RBBP9 inhibitor, EP2 mod
Listed for `COCCCn1c2nc3ccccc3nc2c2c(=O)n(Cc3cccs3)cnc21` → 0.1, 0.7, 1.3, 0, 2, 4, ·, -8, -5
Listed for `CCOc1ccc(S(=O)(=O)Nc2cccc(C(=O)N3CCN(c4ccc(OC)cc4)CC3)c2)cc1` → -0.2, -2.8, -1.0, 0, 2, -6, 15, -12, 37
Listed for `CC(C)(C)c1ccc(/C=C2\Oc3c(ccc(O)c3CN3CCN(CCO)CC3)C2=O)cc1` → 0.5, -4.8, -1.1, -73, -13, 90*, 9, 1, -36
Listed for `O=C(c1ccc(N2CCN(C3CC(=O)N(c4ccc(F)cc4)C3=O)CC2)cc1)c1cccnc1` (stereo unspecified) → 1.6, 0.8, -2.4, -1, -1, -4, 4, -6, -15
Listed for `COc1ccc(CSc2n[nH]c(C)n2)cc1[N+](=O)[O-]` → -0.2, 2.0, -0.3, 0, 3, 2, 6, -7, 5

Next records:
SMILES	zVAD death inh	TNF death inh	PERK inhibitor	Hck-Nef inh	Runt-CBFb FRET	Runt-SMMHC FRET	PGE2 EP2 inh	RBBP9 inhibitor	EP2 mod
Cn1c(N)c(C(=O)COC(=O)c2ccnc3ccccc23)c(=O)n(C)c1=O	0.7	-1.1	0.3	-5	0	-2	9	-6	23
C=CCOc1cccc(C2/C(=C(/O)c3ccc(Cl)cc3)C(=O)C(=O)N2CCN2CCOCC2)c1 (stereo unspecified)	0.6	0.5	0.2	-1	-1	-1	14	-2	12
COc1cc(NC(=S)NN2CCN(C)CC2)cc(OC)c1OC	1.6	-0.1	-0.2	-9	0	0	8	0	26
COC(=O)c1ccc(NCCC(=O)O)cc1	1.4	2.4	0.9	3	-4	-1	2	-4	17
Cc1ccc(NC(=O)CCNC(=O)c2ccco2)cc1	0.8	2.2	0.1	3	2	-3	7	-2	28
O=C(CSc1ncccn1)N/N=C/c1ccccc1[N+](=O)[O-]	0.2	0.2	-0.2	13	0	0	4	-6	-18
COc1ccc(C[C@H]2CN3C(=NC[C@H]3Cc3ccccc3)N2CCNC(=O)CCC2CCCCC2)cc1	14	-1.3	1.3	-10	0	0	5	-1	6
COC(=O)NC1(C(=O)O)CCCC1	0.8	1.8	1.2	4	0	0	14	3	-3
C/C(=C1/SC(N2CCOCC2)=NC1=O)c1ccc(Br)cc1	0.9	-1.7	-0.1	-1	-2	2	8	-7	14
Cc1csc(NC(=O)c2ccc3c(=O)n4c(nc3c2)CCCCC4)n1	1.3	2.9	-0.5	3	-2	-4	6	-5	-23
O=C(O)C1CCCCC1C(=O)NCCc1ccc(F)cc1 (stereo unspecified)	4.7	1.2	0.8	20	2	-2	9	-7	18
CC1=NNC(=O)/C1=C\c1cn(-c2ccccc2)nc1-c1ccccc1	-1.6	-14	-0.2	181*	0	-14	8	-14	-39
CC(C)c1nc(C(=O)N2CCCC(CCC(=O)N(C)CCc3ccccn3)C2)cs1 (stereo unspecified)	-0.1	1.3	0.2	14	1	2	4	-7	11
O=C(COC(=O)c1ccc(NS(=O)(=O)c2cccs2)cc1O)NC1CCCCC1	4.4	3.9	0.7	18	0	-2	5	-6	-1
Cc1ccc(N2C(S)=C(C#N)C(=O)NC2c2cccs2)cc1 (stereo unspecified)	0.6	-0.2	1.2	14	9	9	9	-2	-9
COc1ccc(Nc2nc3ccccc3nc2C)cc1	0.7	-0.9	0.0	0	-4	-5	6	-9	-42
Cc1nc(N)sc1C(=O)N/N=C/c1ccco1	1.4	1.9	0.7	-1	0	2	6	0	11
c1ccc2c(c1)nc1n2CC2CON(C3CCCCC3)C12 (stereo unspecified)	0.3	13	·	19	2	0	9	·	37
CN(C)CC1CCCCC1OC(=O)c1ccc(Cl)cc1Cl (stereo unspecified)	-0.8	2.6	-0.1	-17	1	3	10	-7	-1
Nc1cc2sc(-c3ccc(C(=O)O)cc3)nc2cc1Cl	1.1	-1.3	0.1	10	-67	63	15	-15	1

Printed as active in Hck-Nef inh (from the list above):
Structure,PERK inhibitor,Hck-Nef inh,Runt-CBFb FRET,Runt-SMMHC FRET,RBBP9 inhibitor,EP2 mod
CC1=NNC(=O)/C1=C\c1cn(-c2ccccc2)nc1-c1ccccc1,-0.2,181*,0,-14,-14,-39
